# ssDAF12 agonist = S. stercoralis DAF-12 nuclear receptor activators, primary screen, cell-based, luminescence, HEK293, GRIP1 co-expression, lit1-tk-luc; Nuclear hormone receptor DAF-12 (Strongyloides stercoralis); HEK293 ssDAF-12/GRIP1 lit1-tk-luc reporter; % of 3 µM dafachronic acid response; activation, % at 6.8 µM; 370,000 compounds, 1% hits; AID 652126, 2013;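 active = activation above the mean over all tested compounds plus 3 SD, cut at about 0.9% in these data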;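 also: 0% = DMSO-only wells and 100% = 3 µM delta7-dafachronic acid wells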
# GC-B act = human GC-B receptor activators, primary screen, HEK293 GC-B cells, cGMP TR-FRET, EC30 CNP. Atrial natriuretic peptide receptor 2 (Homo sapiens), P20594. activation, % at 10 µM. 0% at EC30 CNP, 100% saturating CNP. 370,000 compounds, 0.11% hits;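 active = activation at 10 µM reaching about 35% in either raw or pattern-adjusted values, limit read from the data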
# HGIII-sPLA2 inh = human group III sPLA2 inhibitors, primary screen, biochemical, QFRET, BODIPY PC-A2 liposome substrate; QFRET BODIPY PC-A2 liposome hydrolysis, fluorescence; 370,000 compounds, 0.56% hits; inhibition, % at 12.2 µM;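 active = inhibition above mean plus 3 SD of compounds lying within the high and low control bounds, cut at about 19% in these data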;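 also: 0% = median of test compound wells and 100% = no enzyme DMSO wells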
# Target sequence (Q9NZ20 whole entry, looked up): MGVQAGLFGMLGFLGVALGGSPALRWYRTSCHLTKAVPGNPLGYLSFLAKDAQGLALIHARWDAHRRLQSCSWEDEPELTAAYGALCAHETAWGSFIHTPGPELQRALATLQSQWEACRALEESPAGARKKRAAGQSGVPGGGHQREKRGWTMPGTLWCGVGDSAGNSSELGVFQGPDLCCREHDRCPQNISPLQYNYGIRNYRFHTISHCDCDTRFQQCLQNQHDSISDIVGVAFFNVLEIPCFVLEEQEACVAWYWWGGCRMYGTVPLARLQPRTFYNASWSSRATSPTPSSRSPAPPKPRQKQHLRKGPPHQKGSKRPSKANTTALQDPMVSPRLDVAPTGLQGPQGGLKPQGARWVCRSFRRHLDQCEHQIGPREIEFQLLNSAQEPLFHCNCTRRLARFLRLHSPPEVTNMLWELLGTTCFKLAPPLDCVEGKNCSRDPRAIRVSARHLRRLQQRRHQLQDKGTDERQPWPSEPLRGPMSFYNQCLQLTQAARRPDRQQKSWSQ
# DAX1 inh-1 = DAX1 (NR0B1) inhibitors, primary screen, cell-based, HEK293, Gal4-DAX1, luciferase luminescence. Nuclear receptor subfamily 0 group B member 1 (Homo sapiens), P51843. 340,000 compounds, 0.99% hits. HEK293 Gal4-DAX1 luciferase reporter. inhibition, % at 6.75 µM. AID 504766, 2011;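 active = inhibition above the mean over all tested compounds plus 3 SD, cut at about 4.2% in these data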;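 also: 0% = DAX1-transfected cells with DMSO and 100% = empty-vector control cells with DMSO; inhibition shows as a rise in luminescence from relieved DAX1 repression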
# Target sequence (P51843 207-470 limits assumed): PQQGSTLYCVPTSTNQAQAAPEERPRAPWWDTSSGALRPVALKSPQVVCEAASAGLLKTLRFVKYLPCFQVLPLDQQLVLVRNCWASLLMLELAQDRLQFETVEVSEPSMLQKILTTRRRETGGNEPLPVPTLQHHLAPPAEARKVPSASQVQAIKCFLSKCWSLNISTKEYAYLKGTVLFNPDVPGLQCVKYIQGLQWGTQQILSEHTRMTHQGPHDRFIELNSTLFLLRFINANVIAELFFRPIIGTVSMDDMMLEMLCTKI
# DAX1 inh-2 = DAX1 (NR0B1) inhibitors on StAR promoter, primary screen, cell-based, luminescence, SF-1 (NR5A1), full-length DAX-1. HEK293T StAR-luciferase reporter, SF-1/DAX-1 repression relief. inhibition, % at 6.8 µM. 370,000 compounds, 1.1% hits. AID 652010, 2013;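 active = inhibition above the mean over all tested compounds plus 3 SD, cut at about 3.6% in these data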;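 also: 0% = DAX-1 cells with DMSO and 100% = cells lacking DAX-1 with DMSO; higher inhibition means more luminescence from relief of DAX-1 repression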
# NPR1 activator = GC-A stimulated cGMP production enhancers – HEK293 GC-A cells, cGMP TR-FRET, EC30 ANP, primary screen; 0% at EC30 ANP, 100% saturating ANP; activation, % at 10 µM; 370,000 compounds, 0.14% hits; AID 1671463, 2021; in the data active = activation above about 40%
# hgDAF-12 ag = H. glycines DAF-12 receptor agonists, primary screen, cell-based, luminescence, HEK293, GAL4 fusion, UAS-luciferase. activation, % at 6.8 µM. Nuclear hormone receptor DAF-12 (Heterodera glycines), GAL4 fusion. HEK293 GAL4-hgDAF12 UAS-luciferase reporter, agonist luminescence; normalized to butyrate control. 370,000 compounds, 1.8% hits;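 active = activation above a cutoff set at the mean of all screened compounds plus 3 SD, cut at about 10% in these data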;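 also: 0% = DMSO wells and 100% = sodium butyrate wells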
# proKLK7 act = proKLK7 zymogen activators, primary screen, biochemical, fluorescence intensity; Kallikrein-7 (Homo sapiens), P49862; purified proKLK7, EDANS-DABCYL substrate fluorescence; 100% is mature enzyme control, 0% vehicle; activation, % at 7 µM; 370,000 compounds, 0.9% hits;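 active = activation above the mean of all tested compounds plus 3 SD, computed per campaign excluding outliers beyond control limits, cut at about 13% in these data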
# Target sequence (P49862 whole entry, looked up): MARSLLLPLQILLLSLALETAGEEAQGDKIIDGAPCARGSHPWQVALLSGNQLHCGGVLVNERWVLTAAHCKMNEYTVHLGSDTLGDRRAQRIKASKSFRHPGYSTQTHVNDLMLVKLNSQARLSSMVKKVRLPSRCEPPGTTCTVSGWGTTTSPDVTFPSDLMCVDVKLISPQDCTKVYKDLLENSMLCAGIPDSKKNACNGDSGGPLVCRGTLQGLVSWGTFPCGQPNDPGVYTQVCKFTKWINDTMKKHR
# SMARCA2 activ = SMARCA2 (BRM) function activators, primary screen, cell-based, luminescence, high throughput. activation, % at 9.1 µM. 370,000 compounds, 1% hits. MG213 cells, MMTV-luciferase reporter, dexamethasone, overnight. AID 652017, 2013; in the data active = activation above about 7.8%;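 also: 0% = vehicle wells and 100% = reference activator wells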
# hcDAF-12 act = H. contortus DAF-12 nuclear receptor activators, primary screen, cell-based, luminescence, HEK293, lit1-tk-luc reporter | activation, % at 6.8 µM | 370,000 compounds, 1.4% hits | HEK293 hcDAF-12 lit1-tk-luc reporter; 0% DMSO, 100% Δ7-dafachronic acid;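 active = activation above the mean of all tested compounds plus 3 SD, cut at about 5.5% in these data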;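 also: 100% = response to 3 µM Δ7-dafachronic acid high control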
# FXN GAA850 act = FXN promoter activators, primary screen, cell-based, luciferase luminescence, HEK293 lucGAA850. HEK293 lucGAA850 FXN promoter luciferase reporter, 24 h; percent of 10 µM SAHA response. activation, % at 6 µM. 360,000 compounds, 0.56% hits;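 active = activation above the average of all compounds screened plus 3 SD, cutoff fixed separately per campaign, cut at about 7.5% in these data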;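 also: 0% = DMSO wells and 100% = 10 µM SAHA wells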
# An asterisk follows results filed as active; nt = no result given.
SMILES,ssDAF12 agonist,GC-B act,HGIII-sPLA2 inh,DAX1 inh-1,DAX1 inh-2,NPR1 activator,hgDAF-12 ag,proKLK7 act,SMARCA2 activ,hcDAF-12 act,FXN GAA850 act
C[C@H]1O[C@@H](n2cc(F)c(=O)[nH]c2=O)[C@H](O)[C@@H]1O,-0.6,-2.6,13.3,-0.3,0.3,5.2,0.9,0.5,-3.5,0.8,-0.3
O=C(CCNC(=O)c1ccccc1)Nc1nc2ccccc2s1,0.3,-4.7,-2.4,1.2,1.8,0.7,9.9,0.3,6.8,5.2,2.0
CC(C)(C)NC(=O)NC(=O)CN1CCN(S(=O)(=O)c2ccccc2)CC1,-1.1,3.7,3.0,0.9,0.0,-0.8,-1.7,0.3,-4.3,-1.9,1.3
CC(=O)c1ccc(Nc2nc(C(N)C3CCCCC3)cs2)cc1 (stereo not given),-0.8,3.0,13.6,nt,0.4,-1.5,-0.1,0.7,-6.1,-0.9,-2.5
O=C(Nc1ccc(N2CCN(C(=O)c3cccs3)CC2)cc1)c1ccc(Br)o1,-1.8,-2.2,2.7,0.9,-0.4,-0.8,-1.4,0.9,-0.7,-1.9,-0.9
O=C1CCC/C(=N/NC(=O)c2ccc(NS(=O)(=O)c3cccs3)cc2)C1,-1.3,-5.5,-19.4,0.7,0.3,0.4,1.8,2.1,-0.3,2.3,0.4
Cc1ccc(S(=O)(=O)CC(=O)Nc2ccc(Cl)cn2)cc1,-1.3,0.2,-16.3,0.3,0.6,3.8,-1.1,0.5,-0.9,-0.5,0.1
CCOc1ccc(C(=O)/C=C/c2cn(CN3CCN(C)CC3)c3ccccc23)cc1,-1.2,-6.2,-34.0,1.1,0.1,4.3,5.8,-2.5,3.5,-0.7,2.6
C[C@@H](NC(=O)c1nc[nH]c1C(=O)NCC(=O)OCc1ccccc1)c1ccccc1,-1.5,6.8,-15.4,-1.1,0.4,3.0,1.3,-0.2,0.4,0.3,0.3
CCOc1cc(NC(=O)c2ccccn2)c(OCC)cc1NC(=O)CC(C)C,-1.1,8.7,2.6,1.2,-0.2,-2.5,-0.3,0.6,-1.5,0.8,0.9
Nc1nc(Nc2ccccc2)nc(C(F)(F)F)n1,-0.7,-1.4,10.5,0.8,-0.1,3.3,2.9,-0.3,-0.3,-0.7,4.2
CC(C)(C)c1ccc(C(=O)OCC(=O)NCc2ccco2)cc1,-1.6,4.6,-2.0,0.3,-0.8,-0.3,-2.7,0.6,-3.3,0.0,5.2
Cc1cccc(C)c1NC(=O)CNC(=O)c1ccc2c(c1)OCCO2,-1.0,-0.2,3.6,0.3,-0.6,4.6,0.6,1.5,-0.7,-0.5,1.8
COc1ccc(C2=NN(CN3C(=O)C(=O)c4ccccc43)C(c3ccc(C)cc3)C2)cc1 (stereo not given),-0.9,-1.7,-8.7,0.2,0.8,0.6,5.2,-0.2,3.0,0.9,3.0
CC1(C(=O)NCc2ccc3c(c2)OCO3)CCN1C(=O)Cc1cccc2ccccc12 (stereo not given),-1.3,-1.4,-2.1,nt,-0.9,-4.6,-0.3,0.2,-2.6,-1.2,0.1
COc1ccc(CN(C)Cc2c(O)ccc3ccccc23)cc1,0.7,-1.9,-19.9,-0.2,0.5,0.9,-1.6,-2.6,-2.2,4.9,2.1
O=C(CNC(=O)c1ccccc1)OCc1cccc([N+](=O)[O-])c1,-0.9,-2.4,5.9,0.7,-0.5,2.2,-1.1,0.6,-3.8,-1.9,1.0
C[C@H]1CCC[C@@]2(O[C@@H](CCO)C[C@H](O)[C@H]2O)O1,-1.2,1.6,-1.2,1.0,-0.1,-1.1,0.6,-0.7,-0.5,-1.4,2.7
O=C(CCc1ccccc1)OCCN1CCOCC1,-0.4,7.3,2.5,0.5,0.1,4.5,1.3,0.0,-0.9,0.6,-0.6
CCc1nnc(NC(=O)CSc2nnc(-c3ccccc3NC(=O)c3ccccc3)o2)s1,-1.5,-2.8,-1.9,-0.1,0.0,-3.0,-1.2,0.1,-2.6,-1.0,0.4
CCCCCCN=CC1=C(O)CC(C)(C)CC1=O,-0.7,1.5,2.6,-0.6,0.8,2.7,1.9,-0.9,-1.0,-2.5,2.9
O=C(CN1CCN(S(=O)(=O)c2ccccc2F)CC1)Nc1ccnn1C1CCCC1,-1.0,10.4,10.5,-0.5,-1.5,-0.9,-0.6,0.2,-2.7,-2.0,-0.4
CNCCCC1Sc2ccccc2Oc2ccccc21 (stereo not given),-1.0,-20.9,-3.0,0.3,-0.4,-17.1,-0.9,0.4,4.9,-0.4,-1.0
O=C(CCC(=O)NNc1nc2ccccc2c2nc(-c3ccccc3)nn12)NCCCN1CCOCC1,0.1,0.3,-7.0,0.1,0.0,-0.8,4.8,-0.1,3.2,5.6*,4.3
O=C(Nc1ccc(Cl)cc1)N1CCN(C(=O)C2CCCO2)CC1 (stereo not given),-0.9,-2.9,-0.3,0.0,0.3,-1.1,0.9,-0.4,3.4,0.6,2.0
CCOc1ccc(-c2nc(C)c(C(C)=O)n2O)cc1,-0.8,3.9,1.1,1.5,0.9,1.2,3.9,-0.1,5.0,1.4,4.8
COc1ccc([N+](=O)[O-])cc1N(CC(=O)NCc1ccco1)S(C)(=O)=O,-0.9,2.6,1.7,-0.2,-0.4,0.7,0.8,-0.5,-0.8,-0.6,3.0
O=C(N/N=C/c1ccc(Cl)cc1Cl)c1cccc(N2CCCC2=O)c1,-1.6,-7.6,4.5,-1.0,-0.5,-0.4,-4.2,0.6,0.7,-5.0,2.5
C=CCNC(=S)N1CCC(C(=O)c2ccc3c(c2)OCCO3)CC1,-1.6,-2.8,3.4,-1.6,-1.3,-3.4,0.0,0.2,-2.6,-1.6,-1.3
O=C1[C@@H]2[C@H](C(=O)N1C[C@@H](COCc1ccccc1)Oc1cccc3c1S(=O)(=O)N(CCc1ccc(F)cc1)C[C@H](COCc1ccccc1)O3)[C@@H]1C=C[C@H]2C1,-1.0,5.0,7.2,nt,1.9,-3.7,-1.4,0.0,-2.6,-0.1,nt
Cc1occc1-c1nc(-c2ccccn2)no1,0.8,4.1,5.6,-0.5,3.0,1.2,11.3*,0.8,1.8,6.0*,-2.2
CCOC(=O)c1ccc(COC(=O)c2nonc2N)cc1,-0.2,-4.2,2.7,-0.5,-0.7,-5.0,2.6,-0.6,-3.3,-1.4,0.9
N#Cc1nc(Cc2ccccc2)oc1N1CCN(c2ccccc2)CC1,-2.0,1.9,0.0,-0.3,-0.7,3.5,-0.3,0.1,-3.0,-2.9,1.1
COc1ccc(C(=O)CN2C(=O)NC3(CCCc4ccccc43)C2=O)cc1 (stereo not given),-0.1,-0.9,-1.9,-0.1,1.7,5.2,-0.8,-0.6,-1.8,0.0,1.3
O=C(CSc1nnc(-c2ccccc2F)o1)NC1CC1,-0.8,3.9,9.2,1.0,0.3,0.5,2.3,-0.6,0.5,0.9,2.4
Cc1nc2cc(NC(=O)N3CCCC3)ccc2n1C,-1.1,4.6,3.2,-0.2,-0.8,-2.7,-1.9,-0.8,-0.9,-1.4,-1.6
COc1ccccc1C(=O)Nc1nnc(CCc2ccccc2)s1,-1.3,-0.6,-8.8,-2.0,-1.6,-1.3,2.5,0.4,0.9,-2.0,-3.2
CC(C)NC(C(=O)Nc1cc(Cl)cc(Cl)c1)c1ccccc1 (stereo not given),-0.6,-14.1,3.3,1.7,0.3,-8.8,0.1,-0.1,0.0,-0.3,-0.7
O=C1[C@H]2[C@@H](c3ccccc3)N[C@]3(CCCN(Cc4ccc(F)cc4)C3=O)[C@H]2C(=O)N1Cc1ccccc1,-1.1,0.7,-14.2,1.2,-0.6,-3.3,-0.9,1.0,-2.6,-1.1,-6.6
COC(=O)C1=NNC2(c3ccc(Cl)cc3)C(=O)N(c3ccc(Cl)cc3)C(=O)C12 (stereo not given),-1.1,0.3,-1.9,0.0,0.0,-1.8,-0.5,0.9,-2.8,-1.8,3.1
O=C(NCc1ccccn1)[C@@H]1CCCN1C(=O)[C@@H]1CCCN1C(=O)c1ccc(Cl)cc1,-0.3,-1.5,8.0,nt,-1.2,-0.5,-0.8,-0.3,-3.6,-0.7,nt
CC(=O)c1ccc(Nc2nc(CN)cs2)cc1,-1.7,-1.3,14.1,nt,0.9,1.9,0.8,0.8,-1.6,-1.2,0.8
CCOC(=O)CC1(CC)Oc2ccccc2N1S(=O)(=O)c1ccc(C)cc1 (stereo not given),-1.0,-9.5,-1.6,nt,0.7,-9.2,-3.0,0.1,3.1,-0.8,nt
CC1(c2ccc([N+](=O)[O-])cc2)Nc2ccccc2S1 (stereo not given),-0.7,3.1,0.4,1.1,-0.1,-5.3,6.1,-0.7,1.4,3.1,4.2
O=C(OCc1ccc(Cl)c(Cl)c1)c1cccnc1Cl,-1.5,1.7,-6.2,-0.9,-0.3,0.6,2.2,0.1,-1.0,-3.1,0.7
COc1ccc(/C=C/C(=O)c2c(O)c(OC)c3occc3c2OC)cc1,-2.3,3.0,10.9,-1.9,-0.5,1.9,-3.4,0.0,1.8,-3.5,0.2
CCOC1(NC(=O)c2ccccc2)C(C)=CC(=O)C=C1C,-1.2,1.6,0.2,-0.6,0.1,5.8,0.2,0.2,-0.7,-0.8,1.2
CC(=NNc1nc2ccccc2o1)c1cc2ccccc2cn1,-1.4,-3.9,-13.5,-4.3,-6.7,2.9,-5.2,-0.5,1.3,0.2,1.6
CNC(=O)c1oc(-c2ccc(Cl)cc2)nc1C,-1.2,-0.7,0.4,1.7,1.2,2.0,2.6,-0.2,-3.4,-0.9,3.1
C[C@@H]1OC(C2CCCCC2)N(C)[C@H]2C[C@H]3c4[nH]c5ccccc5c4CCN3C[C@@H]12 (stereo not given in full),-0.7,-2.5,-9.9,nt,-0.7,8.6,0.6,-10.1,-4.4,1.8,nt
CCCCOc1cccc(C(=O)O)c1,-0.8,-1.4,10.7,0.8,-0.1,1.1,1.0,-0.1,1.2,-1.3,2.1
CC(C(=O)c1ccccc1)n1cnc2ccccc2c1=O (stereo not given),-0.6,-0.1,-4.0,0.9,0.4,-0.8,-0.1,0.4,-1.8,-2.2,2.3
CCSc1nc(NCCN(C)C)c2c3c(sc2n1)COC(C)(CC)C3 (stereo not given),-1.7,0.6,-10.0,-1.0,0.1,4.1,-2.0,0.2,-1.1,0.3,-0.9

# Bioassay records deposited in PubChem BioAssay by several laboratories.
